Screening results from PubChem BioAssay.
NSD2 HMT inh = NSD2 (human) methyltransferase inhibition; inhibition, % at 12.5 µM; NSD2 peptide methylation, AlphaScreen, 120 min; O96028; 0.54% of 310,000 active; in the data active = inhibition above about 50%
Arr AP2 block = blocks beta-arrestin peptide binding to AP2 adaptin; FITC-arrestin peptide / GST-AP2 beads, flow cytometry; AP2 beta2 appendage carries R879A mutation; inhibition, % at 10 µM; 0.31% of 340,000 active; AID 504490;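 active = inhibition above a set limit, near 3 SD of compounds lacking own fluorescence, cut at about 54% in these data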;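 also: plate controls were DMSO wells for no effect and 5 µM unlabelled arrestin peptide for full effect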
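Test system: GST-tagged AP2 beta2-adaptin appendage (R879A) on 4 µm glutathione beads; also added: fluorescein-tagged arrestin peptide at 50 nM final; timing: 12 min plus 1 h, RT; signal: flow cytometry, FL1 (488/535 nm); read-out: percent drop in bead-associated FITC signal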
V-ATPase pHluor = yeast V-ATPase proton transport regulation by pHLuorin | S. cerevisiae, pHLuorin cytosolic pH fluorescence | response, % at 10 µM | 0.37% of 350,000 active | AID 504577; in the data active = response mostly above about 7.3%, no sharp cut-off; inactive = mostly below about 5.4%; also: actives read high; inactives centre near 0; some compounds called inactive have numbers as strong as hits; reference of the scale not given here
CAL PDZ FP-1 = blocks peptide binding to the human CAL PDZ domain | purified CAL PDZ, TMR-peptide fluorescence polarization, 1 h | inhibition, % at 24.9 µM | 0.92% of 300,000 active | AID 602252;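 active = mean inhibition of at least 30% with at least half of replicates also reaching 30%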;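 also: 0% = DMSO neutral control and 100% = excess unlabeled competitor peptide PRC23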
DSG3 Ab inh = blocks pemphigus antibody binding to human desmoglein-3. P32926. DSG3-coupled beads, scFv-anti-DSG3-GFP binding, flow cytometry; active compounds read low. binding (percent of control), % at 10 µM. 0.48% of 310,000 active. AID 588358;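 active = binding more than 3 SD below its plate's average and above zero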;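 also: hits lower antibody fragment binding to DSG3; some compounds called inactive have numbers as strong as hits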
LANA DNA inh = inhibitors of KSHV LANA C-terminal domain DNA binding. 0.078% of 340,000 active. MBP-C-LANA/FAM-LBS DNA binding, fluorescence polarization. inhibition, % at 9 µM;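 active = highest replicate inhibition at or above 60% at 9 µM, even if other replicates fall short; inactive = all replicates below 60% inhibition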;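 also: 0% = neutral control wells and 100% = 4 µM acridine orange control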
RTF Ca sens inh = cardiac RTF calcium desensitization. inhibition, % at 7.15 µM. 0.12% of 340,000 active. AID 493244. IANBD-labeled cardiac RTF, Ca2+ fluorescence. P19429+P45379;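 active = inhibition above the mean inhibition of all tested compounds plus 3 SD, cut at about 17% in these data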;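 also: assay run at fixed EC70 calcium of 1.6 mM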
CAL PDZ FP-2 = human CAL PDZ-peptide interaction inhibition; AID 504414; purified CAL PDZ, TMR-peptide fluorescence polarization, 1 h; inhibition, % at 20 µM; 0.02% of 330,000 active;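 active = highest replicate inhibition of at least 40%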;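 also: plate controls were DMSO neutral control wells for no effect and unlabeled competitor peptide control wells for full effect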
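System: purified tagged CAL PDZ domain construct (CerCALP). Schedule: 1 h incubation at room temperature before polarization reading. Medium: 25 mM sodium phosphate pH 7.4, 150 mM NaCl, TCEP, IgG, Thesit. Read-out: percent inhibition from loss of millipolarization. Measured by: FP readout, S and P plane fluorescence. Probe or stimulus: fluorescent TMR peptide probe.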
DAGLB inh = blocks human DAGLB lipase activity | HEK293T DAGLB membrane lysate, EnzChek fluorogenic substrate | inhibition, % at 5.17 µM | 0.059% of 340,000 active; in the data active = inhibition above about 34%;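 also: 0% = enzyme with vehicle and 100% = wells lacking enzyme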
Keap1 Nrf2 FP = disrupts human Keap1 binding to Nrf2 peptide; Q14145; Keap1 Kelch-Nrf2 peptide fluorescence polarization, 1536-well; AID 504523; inhibition, % at 9.4 µM; 0.15% of 340,000 active; in the data active = inhibition above about 12%;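 also: human Keap1 Kelch domain with fluorescein labeled Nrf2 9mer peptide probe; 0% = neutral control wells and 100% = peptide positive control; higher means more block of Keap1 binding to Nrf2 peptide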
Target sequence (Q14145 whole entry, looked up, the tested form may be a part): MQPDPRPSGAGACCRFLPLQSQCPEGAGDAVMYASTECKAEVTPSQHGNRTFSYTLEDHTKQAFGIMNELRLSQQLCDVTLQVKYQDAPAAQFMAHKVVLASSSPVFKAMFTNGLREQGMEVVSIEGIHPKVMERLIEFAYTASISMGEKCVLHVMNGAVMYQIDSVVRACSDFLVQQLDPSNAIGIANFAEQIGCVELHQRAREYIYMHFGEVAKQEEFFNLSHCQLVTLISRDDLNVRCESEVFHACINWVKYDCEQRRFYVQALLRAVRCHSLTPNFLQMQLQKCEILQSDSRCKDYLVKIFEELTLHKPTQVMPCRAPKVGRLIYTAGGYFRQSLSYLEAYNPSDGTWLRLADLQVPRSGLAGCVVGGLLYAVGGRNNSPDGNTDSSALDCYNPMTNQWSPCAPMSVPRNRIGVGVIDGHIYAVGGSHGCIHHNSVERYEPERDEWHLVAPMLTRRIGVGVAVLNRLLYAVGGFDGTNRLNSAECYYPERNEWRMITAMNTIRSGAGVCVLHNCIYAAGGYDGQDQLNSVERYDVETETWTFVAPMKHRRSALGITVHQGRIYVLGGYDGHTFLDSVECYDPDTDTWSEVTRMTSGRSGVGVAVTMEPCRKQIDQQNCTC
Starred values were filed as active, the others as inactive; / = not tested or not shown. Not all compounds are listed; count on the stated rates, not on these rows.

SMILES	NSD2 HMT inh	Arr AP2 block	V-ATPase pHluor	CAL PDZ FP-1	DSG3 Ab inh	LANA DNA inh	RTF Ca sens inh	CAL PDZ FP-2	DAGLB inh	Keap1 Nrf2 FP
CCOC(=O)c1ccccc1NC(=O)C1=COCCO1	0	10	-3	-3	107	-1.0	-12	-1.6	0	-6
Cc1ccc(NC(=O)Cc2ccccc2F)cc1S(=O)(=O)N1CCCCCC1	-1	5	1	-1	/	0.2	-6	-0.3	-4	3
Cc1cc(NS(=O)(=O)c2ccc(NC(=O)Nc3cccc(Cl)c3)cc2)no1	12	3	0	-10	98	0.1	-4	-10	8	3
CCOCCSC1=C(C#N)C(c2cccs2)C(C(C)=O)=C(C)N1 (stereo not given)	-9	5	1	-1	69	0.0	-2	-1.4	0	4
COc1ccc(Cn2c(=O)[nH]c3cc(C(=O)NC4CCCC4)ccc3c2=O)cc1	/	-6	5	-4	98	1.8	-3	-2.9	5	1
CCOC(=O)C1=C(C)NC(=O)NC1c1cccc(O)c1 (stereo not given)	-1	-7	-3	/	98	0.7	0	-0.9	-1	-2
CCn1c(CSc2nc(C)cc(C)n2)nnc1SCC(=O)N1CCCc2ccccc21	-1	12	-6	-4	100	-0.7	-4	-1.3	2	4
Cc1cccc(C(=O)Nc2c(C(=O)N3CCN(C)CC3)cnn2-c2ccccc2)c1	0	7	3	-4	111	-1.0	-7	-1.9	4	-3
CCCCN(CCCC)C(=O)c1cc(Cl)ccc1[N+](=O)[O-]	3	7	-10	-5	-27*	-0.6	-19	-0.8	-4	1
O=C(C1=C[C@H](c2csc3ccccc23)C[C@H](OCCCCO)O1)N1CCN(Cc2ccc3c(c2)OCO3)CC1	/	1	-2	-3	106	-2.0	1	-1.3	1	-6
COc1ccc([N+](=O)[O-])cc1N(CC(=O)O)S(C)(=O)=O	-1	0	2	-4	95	2.8	-4	0.5	0	-2
CCc1ccc(-n2c(=O)c3ccccc3n(CC(=O)NCc3ccco3)c2=O)cc1	0	16	-2	2	94	0.4	-4	-2.6	1	-2
CC(=O)NC(c1ccccc1)c1cc([N+](=O)[O-])c2cccnc2c1O (stereo not given)	3	26	-1	-7	98	-0.7	-3	-1.5	12	-1
CCn1c(Cc2cccs2)nnc1SCC(=O)NC(C)(C)C	4	-5	-2	-4	97	0.0	4	-0.2	0	-2
FC(F)(F)c1cccc(Cc2noc(CN3CCC(c4ccncc4)CC3)n2)c1	1	21	-2	0	107	-0.1	1	0.1	-6	-5
Cc1cccc(-c2noc(CCCC(=O)Nc3ccc(C(N)=O)cc3)n2)c1	-7	-2	0	-1	102	0.2	-16	-0.8	-1	3
CC1SCC(NC(=O)c2ccc(Cl)cc2)CS1 (stereo not given)	-2	10	-1	/	109	2.0	-4	-0.5	-1	-2
CCCNC(=O)Cn1c(=O)n(C)c2ccccc21	-1	-1	-1	-2	/	-0.3	-4	-0.7	2	-4
COc1cc(OC)c(OC)cc1CNC(=O)c1cccc(S(=O)(=O)N2CCc3ccccc3C2)c1	0	-10	0	-3	106	-1.6	-2	-0.2	1	-6
CC(Oc1ccc(Cl)cc1C(N)=O)C(=O)N1CCc2ccccc21 (stereo not given)	-4	-4	-1	73*	95	-3.7	5	1.2	-1	-4
c1ccc(CC2CCN(c3ncnc4sccc34)CC2)cc1	-4	0	-98	0	100	-0.7	-5	-1.5	-11	-5
CC1CC(C)CN(C(=O)CSc2n[nH]c(N)n2)C1 (stereo not given)	-1	-4	-7	1	/	-1.0	-11	-0.1	-6	-1
O=C1CNC(=O)N1CC(=O)N1CCCc2ccccc21	-2	10	3	-3	96	-1.0	2	0.3	0	-5
Cc1ccc(S(=O)(=O)Nc2ccc(C(=O)Nc3cc(C)on3)cc2)cc1	4	6	-8	-4	105	-2.4	-3	/	0	0
O=C(Cc1ccc(Cl)cc1)Nc1ccc(S(=O)(=O)Nc2cnc3ccccc3n2)cc1	-1	6	3	/	78	-3.9	3	-1.5	8	-1
NC(=O)CSc1n[nH]c(-c2ccco2)n1	-3	-11	2	-3	100	2.4	12	-3.4	-2	-1
O=C(O)CCC(=O)Nc1ccc(Br)cc1C(=O)c1ccccc1Cl	-2	4	-5	-2	101	0.8	-4	-3.2	2	5
CCC(=O)c1ccc(OCC(=O)Nc2nc(-c3cccnc3)cs2)cc1	1	0	-7	-3	100	0.2	-2	-0.3	16	6
O=C(C1CC1)N(CCN(Cc1ccccc1)C(=O)C1CC1)Cc1ccccc1	-2	1	2	-3	84	-6.7	-7	-1.1	-3	2
O=C(CN(C1CCCCC1)S(=O)(=O)c1ccccc1)NCc1cccnc1	-2	-2	5	-1	98	-1.0	6	-1.0	-4	1
CCc1ccc(C2=NNC(=Nc3cccc(S(=O)(=O)N(C)C)c3)SC2)cc1	2	45	-1	-3	90	0.2	-5	-2.6	-41	-6
CCCNC(=O)c1ccc(Cn2cc(-c3ccc(OC)cc3)nc2C(C)N)cc1 (stereo not given)	/	9	-11	-1	107	-2.2	-8	-1.8	-1	-3
CCN(CC)c1ccc(NC(=O)CN2C(=O)NC3(CCc4ccccc43)C2=O)cc1 (stereo not given)	10	1	2	-10	97	0.2	-4	-0.9	4	1
O=C(N[C@H](Cc1ccc(Cl)cc1)C(=O)O)OCC1c2ccccc2-c2ccccc21	/	32	6	-8	102	-1.1	-8	-8.2	10	-2
CCOC(=O)c1[nH]nc2c1C(=O)N(Cc1ccccc1)C2=O	/	-3	2	-4	/	-0.1	4	-0.6	1	-4
C[C@@H]1NC(=O)/C(=C\c2ccccc2Cl)NC1=O	0	-10	4	/	113	/	/	/	/	/
CCN(CC)CCN1C(=O)C(=O)/C(=C(/O)c2ccncc2)C1c1ccccc1F (stereo not given)	8	0	-2	-3	/	0.1	1	-0.1	0	1
CC(=O)Nc1ccc(NS(=O)(=O)c2ccc(Cl)c(C(=O)O)c2)cc1	0	23	-6	4	104	0.4	1	-0.5	0	1
Cn1c(N)cc(=O)n(Cc2ccccc2)c1=O	/	0	1	1	/	0.2	-6	-1.8	0	-4
O=C(c1ccco1)N1CCN(C(=O)c2oc(=O)c3ccccc3c2-c2ccccc2)CC1	/	5	-1	/	105	2.4	-6	-0.9	0	4

2 of the compounds above, with two lines to a compound:
Under each structure: NSD2 HMT inh, Arr AP2 block, V-ATPase pHluor, CAL PDZ FP-1, DSG3 Ab inh, LANA DNA inh, RTF Ca sens inh, CAL PDZ FP-2, DAGLB inh, Keap1 Nrf2 FP
CCOC(=O)c1[nH]nc2c1C(=O)N(Cc1ccccc1)C2=O
→ /, -3, 2, -4, /, -0.1, 4, -0.6, 1, -4
C[C@@H]1NC(=O)/C(=C\c2ccccc2Cl)NC1=O
→ 0, -10, 4, /, 113, /, /, /, /, /

Later entries
SMILES	NSD2 HMT inh	Arr AP2 block	V-ATPase pHluor	CAL PDZ FP-1	DSG3 Ab inh	LANA DNA inh	RTF Ca sens inh	CAL PDZ FP-2	DAGLB inh	Keap1 Nrf2 FP
O=C(CSc1n[nH]c(=O)[nH]c1=O)c1cccc([N+](=O)[O-])c1	2	-8	-2	-3	86	3.0	-8	-3.3	2	-5
Cn1nnc2cc(C(=O)N3CCN(c4ccccc4)CC3)ccc21	-4	-3	-1	-5	109	-0.8	-7	/	-1	-6
CCn1c(C)c(C2=CCN(S(=O)(=O)c3ccc(C)cc3)CC2)c2ccccc21	4	-6	-2	-10	119	2.5	-10	-2.0	-4	-3
O=C(Nc1ccccc1N1CCOCC1)C1CCN(S(=O)(=O)c2ccccc2F)CC1	1	2	-2	-3	102	0.7	-5	-1.1	-2	-5
OCC[C@@H]1C[C@H](O)[C@@H](O)[C@@]2(CCCO2)O1	/	9	4	-1	101	-0.2	-15	-1.6	0	-4
C=CCNC(=O)CSc1cc([N+](=O)[O-])cc(S(=O)(=O)Cc2ccccc2)c1	-4	10	0	-7	107	-0.9	4	-1.0	4	-5
COC(OC)c1ccc(C#N)c(=O)[nH]1	/	0	-8	0	112	0.4	6	-1.5	0	-1
C=C[C@@H](C)N(Cc1ccc(OC)cc1)S(=O)(=O)N(Cc1ccccc1)[C@H](C=C)C(C)C	/	-9	-2	-6	106	-0.7	-13	-0.1	-29	1
Cc1c(NC(=O)CSc2ccccc2F)c(=O)n(-c2ccccc2)n1C	-1	-20	-3	-2	94	2.6	10	-0.6	-3	2
CCCC(=O)c1ccc(N2CCOCC2)c(F)c1	0	12	-1	-1	105	-1.3	-5	-0.2	-5	-3
Cc1ccc(NC(=O)COC(=O)CCC(=O)c2cccs2)cc1	-4	1	6	1	93	-1.4	-9	-0.3	-1	1
C=CCc1ccc(OCCn2cncn2)c(OC)c1	0	-4	-1	/	109	-0.8	-6	0.4	0	6
N#C/C(=C\c1cccc([N+](=O)[O-])c1)C(=O)NCc1cccnc1	0	6	-1	1	89	0.4	-2	0.4	-2	-8
COc1ccc(-c2nnc(SC(C)C(=O)Nc3nccs3)n2-c2ccccc2)cc1OC (stereo not given)	4	-3	6	-2	106	-0.1	-8	/	-1	-4
CCCCc1ccc(NC(=O)c2cnccn2)cc1	/	-3	0	0	117	0.1	0	-0.7	-4	-4
COc1ccc(NC(=O)CSc2nnc(Cn3cnc([N+](=O)[O-])n3)n2C)cc1	-3	2	4	3	98	1.3	-5	-0.6	-2	-1

Quoted from the listing.
In RTF Ca sens inh, C=C[C@@H](C)N(Cc1ccc(OC)cc1)S(=O)(=O)N(Cc1ccccc1)[C@H](C=C)C(C)C is entered as -13
In Arr AP2 block, CCn1c(Cc2cccs2)nnc1SCC(=O)NC(C)(C)C is entered as -5
In RTF Ca sens inh, O=C(N[C@H](Cc1ccc(Cl)cc1)C(=O)O)OCC1c2ccccc2-c2ccccc21 is entered as -8
In RTF Ca sens inh, CCn1c(C)c(C2=CCN(S(=O)(=O)c3ccc(C)cc3)CC2)c2ccccc21 is entered as -10
In LANA DNA inh, COc1ccc(Cn2c(=O)[nH]c3cc(C(=O)NC4CCCC4)ccc3c2=O)cc1 is entered as 1.8
